MT stabilizer: microtubule stabilization, imaging screen; HeLa tubulin immunostaining HCS, 24 h; share of cells brighter than vehicle mean+2SD; % tubulin-high responders, % at 10 µM; 200,000 compounds, 0.83% hits; AID 2205;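 active means plate Z-score above 3 for both tubulin-high and condensed-nucleus cell shares, with cell loss under 80%, at 10 µM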;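 further: anti alpha tubulin signal scored within the nucleus-defined area of each cell; some results filed as inactive read as strong as hits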
HEK293 NOD2/NF-kB: NOD2 signaling inhibitors, cell-based, luminescence, uHTS, HEK293 (AID 1566); 290,000 compounds, 0.63% hits; one-dose inhibition, % at 4 µM; EC50 in µM for titrated hits; HEK293 NOD2/NF-kB luciferase reporter, luminescence; higher % means a stronger effect; in the data active means inhibition above about 50%; further: many of its hits are not listed in these tables
Dynein transport: blocks dynein driven cargo transport along microtubules. AID 1381. z-score, hits read low. 220,000 compounds, 0.47% hits. 3617.4 mouse cells, GR-EGFP nuclear translocation imaging; test concentration mostly 20 µM; stimulated with dexamethasone, 1 µM; stronger effect = lower value;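 active means plate z-score of nuclear minus cytoplasmic receptor signal below a set negative limit, without overly bright fluorescence or cell loss, cut at about -3.5 in these data, passing the limit was not always enough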;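 further: z-score of nuclear minus cytoplasmic ring GR-EGFP intensity difference per well; some compounds called inactive have numbers as strong as hits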
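Buffer or medium: tet-free, stripped-serum medium; Also added: dexamethasone, 1.0 µM final; Technique: high-content fluorescence imaging after fixation; Times: 48 h induction, 1 h compound, 30 min dex at 37 °C; Read-out: per-cell GR-EGFP intensity, nucleus versus surrounding cytoplasmic ring, well-averaged.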
Ins promoter up: MIN6 insulin promoter up-regulation; AID 1625; z-score at 5 µM; MIN6 insulin promoter-GFP reporter, high-content imaging; stronger effect = higher value; 190,000 compounds, 0.3% hits;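 active means z-score above 3 at 5 µM with at least 500 cells counted in the well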
b-catenin transl: modulators of beta-catenin nuclear translocation; HeLa beta-catenin nuclear translocation, immunofluorescence imaging; nuclear translocation activity, % at 5 µM; 190,000 compounds, 0.3% hits;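 active means nuclear translocation activity above 50% at 5 µM, with a well cell count of 50 or more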;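 further: per-cell ratio of nuclear to cytoplasmic median beta-catenin stain intensity; plate controls were DMSO negative control for no effect and GSK-3 inhibitor IX positive control for full effect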
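test system = HeLa cells, endogenous beta-catenin | dosing = single 5 µM dose plus 0.02–20 µM confirmation series | times = compound treatment 24 h, 37°C, 5% CO2 | technique = beta-catenin immunofluorescence imaging with DAPI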
P. falciparum M17LAP: P. falciparum M17LAP inhibitors, primary screen, biochemical, fluorogenic H-Leu-NHMec substrate, 1536-well (AID 1619). inhibition, % at 30 µM, or IC50 in µM where a hit was titrated. 220,000 compounds, 0.38% hits. recombinant M17LAP, H-Leu-NHMec fluorogenic kinetic assay; higher % means a stronger effect;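 active means compound inhibiting the enzyme by more than half at any dose during confirmatory dose-response retesting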;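 further: plate controls were full reaction with DMSO carrier for no effect and no enzyme background for full effect; strong numbers were not always called active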
NOD1 NF-kB reporter: NOD1 signaling inhibitors, primary screen, cell-based, luminescence, uHTS (AID 1578); NOD1-driven NF-kB luciferase reporter cells, luminescence; higher % means a stronger effect; one-dose inhibition, % at 4 µM; EC50 in µM for titrated hits; 290,000 compounds, 1% hits; in the data active means inhibition mostly above about 36%, no sharp cut-off; inactive means mostly below about 34%;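 further: HEK-293T reporter cells stimulated with the NOD1 agonist gamma-tri-DAP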
Autophagy mod: alters autophagy in cells; AID 463193; calls only at 10 µM (by protocol); MEF GFP-LC3 puncta imaging; test concentration mostly 10 µM; 190,000 compounds, 0.98% hits;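 active means percentage of spot-positive cells more than 3 SD above its plate mean, without a fluorescence outlier flag or 80% toxicity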;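 further: spot-positive cell cutoff set from DMSO-treated cells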
Yfh1-off respiration: enhancers of respiration in Yfh1-depleted yeast, dose response, Friedreich's ataxia, plus single-dose screen (AID 1465); S. cerevisiae Yfh1-off respiration, WST-1 reduction, 72 h; higher fold induction means a stronger effect; fold induction at 50 µM, or EC50 in µM where a hit was titrated; 220,000 compounds, 0.074% hits;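 active means fold induction of absorbance versus untreated yeast above a set limit, then at least 30% activation at any dose in follow-up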;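 further: activators that raise dye reduction in frataxin-depleted yeast; strong numbers were not always called active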
Dynein transport cytoplasmic EGFP: recorded beside Dynein transport, whose call it bears; z-score; measured here: cytoplasmic GR-EGFP intensity; stronger effect = higher value
Dynein transport nuclear GR-EGFP: recorded beside Dynein transport, whose call it bears; z-score; measured here: nuclear GR-EGFP intensity;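 lower value marks the stronger effect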
Dynein transport cell count: second read-out of Dynein transport, no call of its own (marks repeat the call); z-score; measured here: cell count per field
Ins promoter up cell count: further read-out of Ins promoter up, marked with its call; cell count; measured here: cytotoxicity, nuclei count;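 total cells summed across four imaged fields per well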
b-catenin transl cell count 5 µM: further read-out of b-catenin transl, marked with its call; cell count; measured here: cell count, cytotoxicity flag
MT stabilizer Hoechst-high %: recorded beside MT stabilizer, whose call it bears; % Hoechst-high responders; measured here: nuclear condensation Hoechst responders;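 share of cells brighter than vehicle mean plus two SD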
MT stabilizer cytotoxicity %: further read-out of MT stabilizer, marked with its call; toxicity, %; measured here: cytotoxicity by cell density;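 0% = mean cell density of plate MIN control wells and 100% = no cells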
Autophagy mod cell loss 18 h: also measured in Autophagy mod; calls as there; toxicity, %; measured here: cell loss, nuclei count;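 cell loss after 18 h compound exposure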
* = called active by the depositor; i = inactive; x = no result given; + = active, no number. These rows are one share of the data; count on the stated rates, not on these rows.

SMILES	MT stabilizer	MT stabilizer Hoechst-high %	MT stabilizer cytotoxicity %	HEK293 NOD2/NF-kB	Dynein transport	Dynein transport cytoplasmic EGFP	Dynein transport nuclear GR-EGFP	Dynein transport cell count	Ins promoter up	Ins promoter up cell count	b-catenin transl	b-catenin transl cell count 5 µM	P. falciparum M17LAP	NOD1 NF-kB reporter	Autophagy mod	Autophagy mod cell loss 18 h	Yfh1-off respiration
Cc1ccc(S(=O)(=O)Nc2ccc(SC(F)F)cc2)c(C)c1	1.8	3.8	13	13%	0.85	-0.14	0.33	-0.68	x	x	-0.4	970	-3%	7%	i	-4	i
Cc1cc(S(=O)(=O)NCc2ccc(N3CCN(C)CC3)cc2)c(C)s1	x	x	x	-24%	1.3	-0.26	0.47	-1.1	0.29	1521	2.8	1124	-2%	-7%	x	x	i
Cc1ccc(C(=O)CSc2nsc(C)c2C#N)cc1	4.9	2.3	2.4	-31%	-0.7	0.084	-0.49	-0.061	-0.26	1631	-0.7	1107	-5%	-29%	i	-25	i
O=c1c2cc3c(cc2[nH]c(=S)n1Cc1ccco1)OCO3	1.2	1.6	2.8	16%	1	-0.16	0.16	0.29	-0.28	1435	3.3	1396	1%	14%	i	32	x
Cc1nc(N2CCOCC2)nc(N2CCCCC2)c1[N+](=O)[O-]	3.3	2.2	8.2	8%	-0.18	-0.29	-0.48	0.17	-0.08	1250	-1.8	1267	13%	-13%	i	4	i
O=C(COc1ncnc2cc([N+](=O)[O-])ccc12)NC1CCCCC1	x	x	x	10%	-0.41	-0.15	-0.069	0.28	0.8	1496	-1.3	1108	7%	-11%	x	x	i
Cn1c(=O)c2nnn(/N=C(\c3ccccc3)C3CC3)c2n(C)c1=O	3.3	2.2	4.6	-10%	0.15	0.016	0.32	-0.27	1.1	1270	-6.2	887	-8%	-1%	i	8	i
Fc1ccccc1-c1nc(NCc2ccccc2)c2ccccc2n1	x	x	x	13%	-0.37	-0.24	-0.58	0.79	-0.18	1070	0.7	1234	-2%	-1%	x	x	i
Cc1ccc(S(=O)(=O)N2CCOCC2)cc1NC(=O)COC(=O)c1cccnc1Cl	6.7	2.9	9.1	11%	-0.28	-0.36	0.28	-0.28	0.37	1172	0.1	1028	2%	-8%	i	-10	i
CN(C)CCCNc1cc(Cl)c(S(=O)(=O)N2CCCCC2)cc1C(=O)O	1.9	0.0	2.5	14%	1.2	-0.27	0.89	0.23	1.6	976	x	x	-3%	-5%	i	-3	x
O=S(=O)(NCc1ccco1)c1cccc2cccnc12	3.0	2.2	10	5%	-0.81	-0.25	-0.27	1.5	0.54	1229	-1.1	1109	-7%	-5%	i	-1	i
Clc1ncccc1-c1nc2ccccc2s1	3.8	3.3	1.2	-21%	-0.59	-0.32	-0.28	0.89	-0.62	1303	0.1	1003	-1%	-36%	i	2	i
CC(=O)c1ccc(N(C(=O)CNC(=O)c2ccco2)C(C(=O)NCC2CCCO2)c2ccccc2)cc1 (stereo not given)	2.4	2.3	4.2	1%	0.51	-0.28	0.42	-0.55	0.39	1629	-1.1	1520	-4%	-45%	i	-2	i
Cn1c(SCc2c(Cl)cccc2Cl)nnc1-c1cccs1	2.1	1.3	10	-32%	-0.061	-0.21	0.075	0.025	-1.5	1133	-2.3	1004	3%	-33%	i	17	i
O=c1cc(N2CCN(Cc3ccccc3)CC2)c(-c2ccccc2)n[nH]1	3.3	1.2	3.8	25%	-1.1	-0.18	-0.75	0.077	x	x	x	x	2%	15%	i	22	i
COc1ccc(/C=N\NC(=O)c2cc(OCC(F)(F)F)ccc2OCC(F)(F)F)cc1	1.4	1.9	6.3	6%	x	x	x	x	-1.1	1698	0.5	1090	17%	-22%	i	4	i
CSc1nc(-c2ccccc2)nc(SC)c1C(C)=O	4.4	1.5	5.0	9%	0.21	0.099	0.18	0.54	-0.24	1310	0.3	1058	-4%	12%	i	0	i
COc1ccc(CSc2nnnn2C)cc1F	1.8	1.5	4.4	5%	-0.31	-0.22	0.06	0.59	-0.03	972	2.0	1148	-3%	-2%	i	-11	i
CCOC(=O)c1sc2nc(NC(=O)C(C)(C)C)sc2c1C	2.6	2.8	5.4	-170%	0.68	-0.11	0.38	-0.93	-1.4	1042	2.7	1128	8%	-13%	x	x	x
COc1ccc(-c2c(NC(=O)c3ccco3)n(C)c3ccccc3c2=O)cc1	1.6	1.0	4.3	4%	-0.55	-0.045	-0.014	0.18	0.24	926	1.5	1006	3%	15%	i	27	i
CCOc1cc(C=C(C#N)C#N)ccc1Oc1ccc([N+](=O)[O-])cn1	3.5	1.6	7.8	9%	-1.2	0.13	-0.51	-0.72	0.18	1329	0.4	1464	-1%	-36%	i	5	i
Cc1cc2oc(C(=O)N(Cc3ccccc3)C3CCS(=O)(=O)C3)cc(=O)c2cc1Cl (stereo not given)	1.6	1.8	10	21%	1.6	-0.12	0.83	-0.19	-0.95	954	x	x	2%	6%	i	-8	i
CS(=O)(=O)N1CCCC(c2nc(-c3ccc(S(=O)(=O)NCc4ccccc4)cc3)no2)C1 (stereo not given)	5.9	2.4	1.6	46%	-0.93	-0.19	0.074	0.67	-0.17	1073	1.0	1103	1%	57%	i	1	i
O=C(CCC(NC(=O)OCc1ccccc1)C(=O)OCc1ccccc1)NCC(=O)OCc1ccccc1 (stereo not given)	1.9	2.9	5.4	9%	0.53	-0.23	0.32	-0.89	0.35	1489	-1.4	1110	2%	-39%	i	4	i
CC(=C\c1ccccc1)/C=C1/SC(=S)N(CCC(=O)Nc2ccccn2)C1=O	2.6	2.8	5.2	7%	-0.91	0.24	-0.33	0.88	0.02	1239	0.4	1025	-3%	-16%	+	-0.2*	i
The list goes on:
SMILES	MT stabilizer	MT stabilizer Hoechst-high %	MT stabilizer cytotoxicity %	HEK293 NOD2/NF-kB	Dynein transport	Dynein transport cytoplasmic EGFP	Dynein transport nuclear GR-EGFP	Dynein transport cell count	Ins promoter up	Ins promoter up cell count	b-catenin transl	b-catenin transl cell count 5 µM	P. falciparum M17LAP	NOD1 NF-kB reporter	Autophagy mod	Autophagy mod cell loss 18 h	Yfh1-off respiration
O=C1NC(c2ccccc2)(C(F)(F)F)SC2=CCCCCN12 (stereo not given)	5.5	3.1	6.3	11%	-0.28	-0.23	0.052	0.38	0.32	1121	-1.1	1158	-12%	-9%	i	15	i
CCC(C)c1ccc(-c2cc(C(=O)OCC(=O)Nc3cc(C)on3)c3ccccc3n2)cc1 (stereo not given)	1.3	1.3	6.6	-41%	-0.02	-0.22	0.18	0.54	-0.6	994	x	x	1%	-56%	i	-1	i
CCN1CCN(CCOc2ccccc2OCc2ccccc2)CC1	2.4	1.5	6.2	-16%	0.5	-0.33	0.059	0.29	2.4	1492	-1.0	1489	-3%	-12%	i	10	i
O=C(c1cccnc1)N1CCN(Cc2cccc(Br)c2)CC1	1.0	1.7	6.6	-5%	-1.1	-0.28	-0.62	1	x	x	0.5	1143	21%	22%	i	-5	i
CC1=CC(=O)C2=C(C)CC[C@@H]3[C@H](OC(=O)[C@H]3C)[C@@H]12	x	x	x	3%	0.18	-0.79	0.17	-0.19	x	x	-0.8	1135	3%	-7%	x	x	i
Cc1ccccc1-c1nnc(-c2ccc(Cl)cc2)o1	1.4	1.9	9.9	-58%	0.34	-0.065	0.51	0.37	3.5*	721*	x	x	11%	-27%	i	-5	i
N#Cc1ccc(COC(=O)Cn2nnc(-c3ccccc3)n2)cc1	1.8	1.7	11	-3%	-0.69	-0.27	-0.18	-0.27	x	x	0.7	1163	3%	-21%	i	-5	i
O=C(c1ccco1)N1CCN(C2CC(=O)N(c3ccc4c(c3)OCO4)C2=O)CC1 (stereo not given)	1.3	2.1	1.9	19%	0.76	-0.21	0.41	0.26	1.1	1274	x	x	-2%	-7%	i	-7	i
COc1ccc(-c2[nH]ncc2-c2cscn2)c(O)c1	3.2	2.3	10	8%	-0.55	-0.3	-0.42	-0.029	-0.21	1286	-2.9	1072	3%	-23%	i	-12	i
Cc1onc(-c2ccccc2)c1C(=O)Nc1ccc(S(=O)(=O)NC2=NCCCCC2)cc1	5.2	2.6	1.7	0%	0.27	-0.33	0.38	0.29	0.19	1471	3.5	1392	6%	4%	i	14	i
COC(=O)c1ccc(C)c(NC(=O)c2ccc(Cn3cc([N+](=O)[O-])cn3)o2)c1	3.7	2.7	6.8	-1%	-0.00052	-0.093	0.71	-1.5	0.42	1374	-0.9	548	-20%	-11%	i	1	i
Cc1cc(NC(=O)COC(=O)CSCc2ccc(Cl)c(Cl)c2)no1	2.2	2.2	6.8	4%	-0.068	-0.21	0.14	0.13	1.1	1187	-2.8	1199	4%	13%	i	1	i
CCN(CC)CCN1C(=O)C(=O)/C(=C(/O)c2ccc(OC)cc2)C1c1ccco1 (stereo not given)	2.4	1.7	11	0%	-1.1	-0.24	-0.3	1.3	1.1	1463	1.8	1415	15%	-26%	i	6	x
Cc1cccc(NC(=O)C(c2ccccc2Cl)N2CCOCC2)c1 (stereo not given)	1.3	2.3	1.2	-4%	2.8	-0.11	0.93	-1.1	-0.82	1212	0.4	1063	-5%	-24%	i	9	i
CCCNC(=O)c1[nH]c(C)c(C(=O)OCC)c1C	2.0	1.6	0.1	17%	1.5	0.28	0.59	-1.7	-0.6	1403	-1.0	1099	6%	-17%	i	17	i

Source: PubChem BioAssay (several laboratories)
